Screens as filed in PubChem BioAssay.
ALOX12 inh: inhibitors of human 12S-lipoxygenase ALOX12 | actives 1.1% (n = 580,000) | AID 1671190 | Potency, µM (titrated, usually from 108 µM), inactives show top-dose activity change, negative = inhibition, usual class: inhibitors | purified 12hLO, xylenol orange hydroperoxide absorbance | P18054; active = well fitted inhibition curve with a large enough effect; inconclusive = small, poorly fitted or top-dose-only effect, or another doubt; inactive = no such curve, though single readings can be large or run the other way
Target sequence (P18054 whole entry, looked up): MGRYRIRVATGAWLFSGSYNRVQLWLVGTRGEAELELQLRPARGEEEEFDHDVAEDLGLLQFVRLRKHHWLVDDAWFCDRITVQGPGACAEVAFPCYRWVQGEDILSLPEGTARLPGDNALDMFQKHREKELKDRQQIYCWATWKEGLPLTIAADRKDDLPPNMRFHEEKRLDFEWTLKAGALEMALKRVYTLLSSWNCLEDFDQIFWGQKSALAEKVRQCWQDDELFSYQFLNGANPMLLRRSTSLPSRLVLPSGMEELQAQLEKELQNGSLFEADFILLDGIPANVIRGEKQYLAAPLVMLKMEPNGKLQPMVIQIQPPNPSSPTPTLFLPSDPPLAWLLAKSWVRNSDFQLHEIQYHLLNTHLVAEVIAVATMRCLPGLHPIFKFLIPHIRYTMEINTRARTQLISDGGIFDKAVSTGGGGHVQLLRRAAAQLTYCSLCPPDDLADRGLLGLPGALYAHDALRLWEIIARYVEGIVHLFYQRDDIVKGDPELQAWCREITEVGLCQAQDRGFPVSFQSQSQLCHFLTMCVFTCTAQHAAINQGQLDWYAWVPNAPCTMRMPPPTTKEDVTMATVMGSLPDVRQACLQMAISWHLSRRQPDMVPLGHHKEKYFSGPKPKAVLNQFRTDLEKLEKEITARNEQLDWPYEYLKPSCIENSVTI
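Hydroperoxide product was detected by ferrous iron/xylenol orange as the 573 to 405 nm absorbance ratio. Arachidonic acid at 40 uM (final) was turned over for 30 min at room temperature by 150 nM human 12hLO, pH 7.0 Hepes buffer, after 15 min compound preincubation.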
* = called active by the depositor; ? = inconclusive; [ ] = another dose, or the depositor's remark. % is set by controls: 0 for no effect and ±100 for the full control effect; potency is the fitted concentration of half-maximal effect. An excerpt. The share of hits here may be higher or lower than overall.

SMILES	ALOX12 inh
CCC(C)Cn1c(CCNC(=O)c2ccco2)nc2ccccc21 (stereo unspecified)	-2%
COc1ccc(CN2C(=O)[C@@H]3C[C@@H](CN3C)Oc3ccccc32)cc1	23%[176 µM]
COc1ccc2cc(C(=O)NC3CCN(C4CC4)C3)c(C)nc2c1 (stereo unspecified)	-6%
O=S(Cc1cccc(C(F)(F)F)c1)Cc1ccc(F)cc1Cl (stereo unspecified)	-29%
O=C(NCc1cccc(Br)c1)c1ncoc1-c1cccs1	22%
O=C(CCc1nc(-c2ccncc2)no1)Nc1ccc(N2CCOCC2)cc1	-3%
COc1ccc(C(=O)N2CCC3(CC2)CC(C(C)C)=NO3)cc1	18%[176 µM]
CC(C)OCCCNC(=O)CN1CC2CC(C1)[C@H]1CCCC(=O)N1C2 (stereo partly specified)	-1%
CCc1ccc(C(=O)NCCOC)o1	-4%
O=C(CN1C(=O)NC2(CCCCC2)C1=O)Nc1ccccc1F	9%
O=C(c1ccc(-n2cccn2)cc1)N1CCCC1c1ccc2c(c1)OCCCO2 (stereo unspecified)	16%
COCCc1nncn1C1CCN(C(=O)c2ccc(C)cc2)CC1	30%[activator]

A few values from above:
Entry for `CCC(C)Cn1c(CCNC(=O)c2ccco2)nc2ccccc21` (stereo unspecified) in ALOX12 inh: -2%
Entry for `O=S(Cc1cccc(C(F)(F)F)c1)Cc1ccc(F)cc1Cl` (stereo unspecified) in ALOX12 inh: -29%
Entry for `COc1ccc(CN2C(=O)[C@@H]3C[C@@H](CN3C)Oc3ccccc32)cc1` in ALOX12 inh: 23%[176 µM]

New compounds follow
SMILES	ALOX12 inh
Cc1ccc(S(=O)(=O)NC(C)(C)C)cc1C(=O)NCc1coc(-c2cccs2)n1	-4%
CC(C)(CNC(=O)C1CC2CCC1C2)CNC(=O)C1CC2CCC1C2 (stereo unspecified)	-30%
COCCN1Cc2ccc(NCc3ccccc3)nc2C(C)(C(=O)N(C)CCOC)C1 (stereo unspecified)	11%[176 µM]
COc1ccc(-c2cc(C(=O)NCC(C)C)c3c(C4CCNC4)noc3n2)cc1 (stereo unspecified)	-3%[6.33 µM]
COc1ccc(CCNC(=O)c2c(C)noc2-c2cccc(F)c2)cc1	17%
O=C(CCc1ncc(-c2ccc(F)cc2)o1)N1CCN(S(=O)(=O)c2cccc(Cl)c2)CC1	-7%
O=C(CCc1c[nH]c2ccccc12)Nc1ccc(Oc2ccccc2)cc1	112%
CC1=C(C(=O)OCC(Cl)(Cl)Cl)C(c2ccc3c(c2)OCO3)NC(=O)N1 (stereo unspecified)	?
CCn1ncc(N2CCCC(CC(=O)Nc3ccc(C)c(C)c3)C2)cc1=O (stereo unspecified)	27%
CCOc1ccc(NC(=O)CN2C(=O)NC3(CCOCC3)C2=O)cc1	?
NC(=O)[C@H](CC1CCCCC1)NC(=O)[C@@H]1C[C@@H](NC(=O)Nc2cccc(F)c2)CCN1C(=O)[C@H]1CCCN1	7%
COC(=O)N1CCC[C@@]2(CCN(C(c3ccccc3)c3ccccc3)C2)C1	?

A different layout for part of the listing above:
> CCOc1ccc(NC(=O)CN2C(=O)NC3(CCOCC3)C2=O)cc1
  ALOX12 inh: ?
> NC(=O)[C@H](CC1CCCCC1)NC(=O)[C@@H]1C[C@@H](NC(=O)Nc2cccc(F)c2)CCN1C(=O)[C@H]1CCCN1
  ALOX12 inh: 7%
> COCCN1Cc2ccc(NCc3ccccc3)nc2C(C)(C(=O)N(C)CCOC)C1 (stereo unspecified)
  ALOX12 inh: 11%[176 µM]
> O=C(CCc1c[nH]c2ccccc12)Nc1ccc(Oc2ccccc2)cc1
  ALOX12 inh: 112%

Additional compounds
SMILES	ALOX12 inh
CC(C(=O)NC1CCCCCC1)N1CCN(Cc2ccccc2)CC1 (stereo unspecified)	2%
COc1ccc(CNc2ncncc2-c2c(C)noc2C)c(OC)c1	?
CN(C)CCNC(=O)c1cc(-c2ccccc2F)cc2c1OCCN2Cc1cccnc1	4%[176 µM]
CSc1nc(-c2ccccc2)c2ccccc2n1	?
N#Cc1cccc(C(=O)N2CCCCCCNC(=O)[C@@H]3CCCC[C@@H]32)c1	12%
O=C(CCc1nc2ccccc2s1)N1CCC(c2noc(-c3cnccn3)n2)C1 (stereo unspecified)	14%
COc1ccc(NC(=O)CSc2nc3ccccc3o2)c(OC)c1	?
COc1cccc(OC)c1CN1CCC2(CCC(CNC(=O)c3ccccc3)O2)CC1 (stereo unspecified)	6%
COc1cc(F)ccc1-c1ccc(COc2ccc3c(cnn3CCC(=O)O)c2)cc1	?
CC1(CCCCc2ccccc2)COc2ccc(C(=O)NCCc3cnc[nH]3)cc2N1 (stereo unspecified)	14%[176 µM]
CCC1(N2CCN(C(=O)c3ccc(C(F)(F)F)s3)CC2)CCN(C(=O)NC)C1 (stereo unspecified)	40%
COc1ccc(NC(=O)N2CCc3nnc(C4CC4)n3CC2)cc1	54%[activator]
COc1ccccc1C(=O)NCC[N+](C)(C)C	?
COC(=O)C1CCN(Cc2ccc3c(c2)CN(C(=O)c2cc(C4CC4)on2)CCO3)CC1	14%
Cc1ccc(NC(=O)C2CCCN(c3cn[nH]c(=O)c3)C2)cc1C (stereo unspecified)	26%
CCCCCCCNC(=O)CCC(=O)NCCCOCCCC	-24%
N#Cc1[nH]nc2nc[nH]c(=O)c12	?
COc1cccc(NC(=O)c2cc3cc(OC)ccc3n2C)c1	0%
Cc1cnc(-n2ncc(C(=O)NCc3ccncc3)c2-c2cccs2)nc1-c1ccc(F)cc1	-1%
COCc1ccc(CN2CCOc3c(cc(-c4ccc(SC)cc4)cc3OC)C2)o1	8%
O=C(c1ccccc1OCC1CCCN(CCCc2ccccc2)C1)N1CCCC1 (stereo unspecified)	29%
Cc1ccc(C)c(C(C)NC(=O)CCNC(=O)C2CCCC2)c1 (stereo unspecified)	1%
COc1ccc(C2=NS(=O)(=O)N(C)C(C(=O)N3CCCC3)=C2)cc1	?
O=S(Cc1ccccc1)Cc1c(F)cccc1Cl (stereo unspecified)	1%
Cc1ccc(-n2c(C3CCN(C(=O)c4ccc(F)c(F)c4)CC3)n[nH]c2=O)cc1	?
CCC(C)Nc1nc(-c2ccc(Cl)cc2)cs1 (stereo unspecified)	?
C=CCOc1cccc(C(=O)N2C[C@H](N)C[C@H]2C(=O)NC(C)C)c1	33%[activator]
CN(C)C[C@@H]1CN(c2ccncn2)C[C@H]1NC(=O)c1cc(Cl)ccc1F	38%[activator]
CSc1cccc(NC(=O)C2CCCC2)c1	?
C[S+](=O)([O-])N1CCC(Cn2ccc3c(N4CCOCC4)nc(-c4cccc(C(N)=O)c4)cc32)CC1	6%
O=C(O)CCC(CNS(=O)(=O)c1ccc(Cl)cc1)C(F)(F)F (stereo unspecified)	-23%
Cc1ccc(CCNC(=O)c2ccc(CN3C(=O)CSc4ncccc43)cc2)cc1	-26%
O=C(COc1ccc2c(=O)c(-c3ccccc3)coc2c1)Nc1cccc(Cl)c1	-24%
O=C(Nc1cccc(Cl)c1)c1nc2ccccc2nc1N1CCCC1	-7%
O=C(CCCc1nc2ccccc2[nH]1)N1CCc2c(nc3cc(-c4ccccc4)[nH]n3c2=O)C1	30%[activator]
COc1cccc2c1OCC(C(=O)NCCc1ncccc1C)C2 (stereo unspecified)	31%[activator]
Cc1noc(C2CC3(CCN(C(=O)CCc4ccccc4)CC3)CN2C)n1 (stereo unspecified)	18%
C=CCNC(=O)NC(=O)CN1CCC(Cc2ccccc2)CC1	-14%
Cc1ccc([S+](=O)([O-])N2CCC3(CC2)Cc2ccccc2NC3=O)cc1	51%[activator]
COc1ccc2[nH]c3c(c2c1)CCN(C)C31CCN(C(=O)Cc2cccnc2)CC1	38%
CCN1C(=O)C2(CCN(S(=O)(=O)c3ccc(Cl)cc3C)CC2)c2ccccc21	?
Cc1ccc(CNC(=O)C2(C)CN(S(C)(=O)=O)CC(=O)N2c2cc(C)ccc2C)cc1 (stereo unspecified)	6%
O=C(N[C@H](Cc1ccncc1)C1CC(O)C1)c1ccc(CO)o1 (stereo partly specified)	22%
Cc1noc(-c2cn(C3CCN(C(=O)C4(c5ccccc5)CC4)CC3)nn2)n1	-3%
CO[C@H]1C[C@@H](O)C12CCN(C(=O)CCc1cn3ccccc3n1)CC2	1%
COc1ccc(NC(=O)N[C@H]2CC[C@@]34CCCN3C(=O)CCC[C@H]4C2Cc2ccccc2)cc1 (stereo partly specified)	-11%
NCc1ccccc1-c1ccc(OC(F)(F)F)cc1	0%[12.5 µM]
CNC(C)c1cnccn1 (stereo unspecified)	?
CC(C(=O)Nc1sc2c(c1C#N)CCCCC2)n1cnc2c1c(=O)n(C)c(=O)n2C (stereo unspecified)	8%
CNC(=O)[C@@H]1CN(C(=O)c2cc3ccc(OC)cc3[nH]2)C[C@H]1c1n[nH]c(C)n1	38%
C[C@@H]1CCCCO[C@@H](CN(C)C(=O)Nc2ccc(F)cc2)[C@@H](C)CN([C@H](C)CO)C(=O)c2cc(NC(=O)Nc3ccc4c(c3)OCO4)ccc2O1	-27%
Cc1oc(-c2ccccc2)nc1CC(=O)Nc1cccc(C(=O)NC2CC2)c1	-3%
Cc1cc(Cl)ccc1NC(=O)Cc1c[nH]c2ccccc12	31%
CCc1cccc2c(C(=O)Cn3nnc(-c4ccccc4)n3)c[nH]c12	-1%
COCc1nnc(NC(=O)CC[C@H]2NC(=O)c3ccccc3NC2=O)s1	-1%
COC(=O)c1ccc(CN2C(=O)[C@@H]3C[C@@H](O)CN3C3(CN(CC4CCCCC4)C3)C2=O)cc1	10%
O=C(N1CCCCC1)C1(c2ccc(Cl)cc2)CCOCC1	-4%[6.33 µM]
FC(F)(F)c1ccc2c(c1)nc1n2[C@@H](CNC2CCOCC2)COC1	21%[176 µM]
COc1cccc([C@@H]2CN(C(=O)c3cc(C)oc3C)C[C@H]2C(=O)O)c1OC	19%
Cn1c(CSc2ccccc2Cl)nc2c1c(=O)[nH]c(=O)n2C	?

For convenience, part of the list above.
SMILES	ALOX12 inh
CC(C(=O)Nc1sc2c(c1C#N)CCCCC2)n1cnc2c1c(=O)n(C)c(=O)n2C (stereo unspecified)	8%
CNC(=O)[C@@H]1CN(C(=O)c2cc3ccc(OC)cc3[nH]2)C[C@H]1c1n[nH]c(C)n1	38%
C[C@@H]1CCCCO[C@@H](CN(C)C(=O)Nc2ccc(F)cc2)[C@@H](C)CN([C@H](C)CO)C(=O)c2cc(NC(=O)Nc3ccc4c(c3)OCO4)ccc2O1	-27%
Cc1oc(-c2ccccc2)nc1CC(=O)Nc1cccc(C(=O)NC2CC2)c1	-3%
Cc1cc(Cl)ccc1NC(=O)Cc1c[nH]c2ccccc12	31%
CCc1cccc2c(C(=O)Cn3nnc(-c4ccccc4)n3)c[nH]c12	-1%
COCc1nnc(NC(=O)CC[C@H]2NC(=O)c3ccccc3NC2=O)s1	-1%

More entries follow:
SMILES	ALOX12 inh
O=C(COC(=O)c1ccccc1C(=O)c1ccc(Cl)c([N+](=O)[O-])c1)NC12CC3CC(CC(C3)C1)C2	?
O=C(NC1CC1)c1ccccc1OCC1CCCN(Cc2cccc3[nH]ccc23)C1 (stereo unspecified)	-13%
CCc1ccc2nc(NC(=O)Cn3nc(C)c4ccccc4c3=O)sc2c1	?
O=C(Nc1nc(-c2cccnc2)cs1)C1CC(=O)N(c2ccccc2Cl)C1 (stereo unspecified)	-16%
Cc1cc(C(=O)OCC(=O)Nc2cccc(C)c2C)c2ccccc2n1	42%[activator]
O=C(O)CC1(CC(=O)N[C@H]2CO[C@H]3[C@@H]2OC[C@@H]3n2nnnc2Oc2ccc(-n3cncn3)cc2)CCCC1	-2%
CCCn1nc(C(=O)Nc2nc(C)cs2)c2ccccc2c1=O	?
Cc1cc2nc3n(c(=O)c2n1CC(=O)Nc1cccc(C#N)c1)CCCCC3	?
CC(C)(C)NC(=O)CSc1ncc(-c2ccc(Cl)cc2)o1	-21%
COc1ccc(CNc2nc(-c3cccc(C#N)c3)nc3ccccc23)c(OC)c1	-18%
COc1cc2ncnc(N3CC4CCC(C3)N4CC(F)(F)F)c2cc1OC	2%[6.33 µM]
O=[N+]([O-])c1cc(S(=O)(=O)Nc2cccc(Cl)c2)ccc1N/N=C/c1cccc(F)c1	?
O=C(O)c1ccc(-c2ccccc2)cc1C(=O)O	?
O=C(Nc1cnc(-c2ccc(Cl)cc2)nc1)C1CCC1	13%
COCCOC1CCN(C(=O)c2[nH]nc3c2COc2ccccc2-3)CC1	36%[activator]
Cc1cc(C(=O)N[C@@H]2CCC[C@@H](C(=O)NCc3cc(F)cc(F)c3)CC(=O)N(C)C2)no1	51%[activator]
Cc1ccc(CN(c2ccc(C(=O)NC3CC3)cc2)S(C)(=O)=O)cc1	3%
Cc1ccn(CC(=O)NCc2cccnc2Oc2ccccc2)n1	28%
O=C1CCN(S(=O)(=O)c2cccs2)CCCC(c2nc(-c3cccnc3)no2)CCN1 (stereo unspecified)	36%[activator]
Cc1cc(CNC(=O)c2cc(C(C)C)n3ncnc3n2)c2[nH]c(C)c(C)c2c1	11%
Cc1c(CC(=O)N2CCN(c3ccccn3)CC2)c(=O)oc2cc(O)ccc12	?
CCC(=O)N(C1CCOCC1)C1CCN(Cc2cc(F)ccc2F)CC1	58%[activator]
Cn1cccc1C(=O)N1C[C@@H](NC(=O)NC2CCCCC2)C[C@H]1C(=O)N[C@H](Cc1c[nH]c2ccccc12)C(N)=O	12%
CS(=O)(=O)Nc1ccc(C2(C(=O)NCCN3CCCCC3)CCCCC2)cc1	35%[activator]
COCCN1CCCCCC(O)c2cc(C(=O)N3CCN(C4CCCCC4)CC3)ccc21 (stereo unspecified)	25%
O=C(NC1CCCN(C2CCCCCC2)C1)c1ccccc1C(F)(F)F (stereo unspecified)	35%[activator]
COCc1cccc(C(=O)NC(C)c2ccc(F)c(F)c2)c1 (stereo unspecified)	9%
COCCOC1CCOC2(CCN(C(=O)c3ccccc3OC)CC2)C1 (stereo unspecified)	29%
COc1ccc(CN2CCc3nc(C(=O)NCc4ccncc4)oc3CC2)cc1	-1%[176 µM]
CCCCn1c(=O)[nH]c(=O)c2c1nc(CSc1n[nH]c(C)n1)n2CC	-22%
Cc1ccc(-c2cc(C(=O)NCCN(C)C)c3ccccc3n2)cc1C	?
